Compound activity (PubChem BioAssay)
B2AR arrestin – recruits beta-arrestin to the human beta2-adrenergic receptor; beta-arrestin recruitment to beta2AR, cell-based reporter; Potency, µM (titrated, usually from 46.1 µM), for the others: at the top dose activation, hits mostly activators; hit rate 0.02% among 330,000; AID 492947;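 also: potency is read from the fitted curve at half-maximal effect; 0% = DMSO controls and full agonism = EC100 isoproterenol or metaproterenol; nearly all actives have a fitted effect of over 65% in size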
PTAP TSG101 blk – blocks PTAP/TSG101 interaction to inhibit HIV-1 budding | AID 493005 | Q99816 | Potency, µM (titrated, usually from 115 µM), without a hit: top-dose activity change, negative = inhibition, usual class: inhibitors | 340,000 tested, under 10 active | Fluorescence polarization, FITC-PTAP peptide / Tsg101 binding; active = well fitted inhibition curve with a large enough effect in the main read-out, with a control signal flat, not every such curve was filed as active; inconclusive = small, poorly fitted or top-dose-only effect, or effect the other way, or a change in a side signal; inactive = no such curve, though single readings can be large or run the other way; also: potency is read from the fitted curve at half-maximal effect; % of control where 0% means no effect
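Tsg101 binding domain (10 uM final) was mixed with compound and a FITC-labeled PTAP peptide (50 nM final) in HEPES pH 7.5 buffer with NaCl, Tween 20, EDTA and TCEP; fluorescence polarization was read after 20 min at r.t.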
Eya2 inh – blocks the phosphatase activity of human Eya2; AID 488837; Potency, µM (doses to about 76.9 µM), for the others: at the top dose activity, negative = inhibition, hits mostly inhibitors; recombinant Eya2, OMFP fluorescence dephosphorylation (OMFP is methylfluorescein phosphate); hit rate 0.006% among 330,000; O00167; also: potency is read from the fitted curve at half-maximal effect; % is scaled to controls: 0 for no effect and ±100 for the full control effect
Target sequence (O00167 whole entry, looked up): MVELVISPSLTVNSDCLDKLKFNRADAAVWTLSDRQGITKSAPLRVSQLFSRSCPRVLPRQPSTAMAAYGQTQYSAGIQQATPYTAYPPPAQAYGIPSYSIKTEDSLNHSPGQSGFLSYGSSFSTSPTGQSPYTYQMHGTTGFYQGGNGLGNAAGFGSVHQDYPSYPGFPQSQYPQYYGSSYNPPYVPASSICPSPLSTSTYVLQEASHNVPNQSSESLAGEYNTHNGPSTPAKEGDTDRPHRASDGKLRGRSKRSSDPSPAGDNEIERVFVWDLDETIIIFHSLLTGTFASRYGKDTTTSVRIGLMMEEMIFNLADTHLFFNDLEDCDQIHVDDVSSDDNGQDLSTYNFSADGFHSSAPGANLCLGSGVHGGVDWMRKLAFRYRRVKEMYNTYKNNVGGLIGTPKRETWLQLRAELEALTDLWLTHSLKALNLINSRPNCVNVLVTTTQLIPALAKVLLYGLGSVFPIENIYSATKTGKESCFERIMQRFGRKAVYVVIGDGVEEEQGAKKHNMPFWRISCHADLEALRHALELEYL
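Eya2 protein (added as 0.2 uM solution) was preincubated with compound for 10 min at ambient temperature in 50 mM HEPES pH 7.5, 50 mM NaCl, 5 uM MgCl2, 0.05% BSA, 1 mM DTT. OMFP (added at 50 uM) then reacted 10 min; fluorescence read at 485/525 nm.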
uPA surface inh – cell surface uPA generation inhibition; cell surface uPA generation assay, qHTS; Potency, µM (doses to about 38.3 µM), inactives show at the highest dose activity change, negative = inhibition, usual class: inhibitors; hit rate 0.31% among 330,000; active = well fitted inhibition curve with a large enough effect; inconclusive = small, poorly fitted or top-dose-only effect; inactive = no such curve, though single readings can be large or run the other way; tested in mouse RAW 264.7 cells; also: potency is read from the fitted curve at half-maximal effect; % is scaled to controls: 0 for no effect and ±100 for the full control effect; nearly all actives have a fitted effect of over 55% in size
TRPV1 agonist – human TRPV1 agonism | hit rate 0.19% among 320,000 | TRPV1-expressing cells, Fluo-8 calcium influx, agonist mode | activation, % at 8.33 µM | Q8NER1; in the data active = activation above about 80%; inconclusive = between about 30% and that limit; also: 0% is about no effect
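Cells expressing TRPV1 were dye-loaded with Fluo-8 and read kinetically: 10 s baseline, 3 min after compound (agonist portion), then 2 min after EC20 capsaicin (allosteric enhancer portion). Calcium-bound dye fluorescence at 480/520 nm.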
USP2a inh – inhibitors of human ubiquitin-specific protease USP2a; AID 463254; hit rate 0.01% among 330,000; O75604; Potency, µM (doses to about 38.3 µM), inactives show top-dose activity change, negative = inhibition, most hits filed as inhibitors; USP2 core, Ub-CHOP2 coupled fluorogenic reporter, 485/531;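 also: potency is read from the fitted curve at half-maximal effect; plate controls were DMSO wells for no effect and full inhibition by NEM control for full effect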
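Cell-free coupled assay: 10nM USP2 core preincubated 30min RT with compound in Tris-HCl pH 8.0/CaCl2/CHAPS buffer, then 25nM Ub-CHOP2 and 25nM reporter substrate; fluorescence (Ex 485/Em 531) read after 60min RT, normalized to NEM inhibition, concentration-response curves fitted.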
BRCA1 expr act – BRCA1 expression activation | AID 624202 | hit rate 1.1% among 380,000 | Potency, µM (series often up to 46.1 µM), without a hit: at the top dose activation, actives largely listed as activators | MCF7-BRCA1-FFLuc reporter, luminescence, 48 h; response scale: scaled: vehicle 0%, 10 µM genistein 100%; also: potency is read from the fitted curve at half-maximal effect; nearly all actives have a fitted effect of over 80% in size; some results filed as inactive show a strong effect at the top dose
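First, MCF7-BRCA1-FFLuc cells (2000/well) attach for 2 h; next, compounds are pin-added and incubated 48 h at 37 °C; finally, luciferase reagent is added and luminescence read after 15 min.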
ELG1 genotoxic – genotoxicity induction in ELG1-luciferase HEK293T cells. HEK293T ELG1-luciferase reporter, luminescence, 16 h. Potency, µM (doses to about 46 µM), inactives show at the top dose activity change, positive = activation, hits mostly activators. hit rate 1.3% among 330,000. AID 504466; also: potency is read from the fitted curve at half-maximal effect; % of control where 0% means no effect; nearly all actives have a fitted effect of over 60% in size
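After overnight (16 hr) compound treatment at 37 °C, ELG1-luciferase HEK293T cells were lysed with ONE-Glo; luminescence quantified 30 min later at room temperature.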
ASM inhibitor – inhibitors of human secretory acid sphingomyelinase; P17405; placental ASM, HMU-PC fluorogenic substrate, 60 min; Potency, µM (series often up to 57.5 µM), for inactives: top-dose activity change, negative = inhibition, hits mostly inhibitors; hit rate 0.006% among 340,000; also: potency is read from the fitted curve at half-maximal effect
Target sequence (P17405 47-631 limits assumed): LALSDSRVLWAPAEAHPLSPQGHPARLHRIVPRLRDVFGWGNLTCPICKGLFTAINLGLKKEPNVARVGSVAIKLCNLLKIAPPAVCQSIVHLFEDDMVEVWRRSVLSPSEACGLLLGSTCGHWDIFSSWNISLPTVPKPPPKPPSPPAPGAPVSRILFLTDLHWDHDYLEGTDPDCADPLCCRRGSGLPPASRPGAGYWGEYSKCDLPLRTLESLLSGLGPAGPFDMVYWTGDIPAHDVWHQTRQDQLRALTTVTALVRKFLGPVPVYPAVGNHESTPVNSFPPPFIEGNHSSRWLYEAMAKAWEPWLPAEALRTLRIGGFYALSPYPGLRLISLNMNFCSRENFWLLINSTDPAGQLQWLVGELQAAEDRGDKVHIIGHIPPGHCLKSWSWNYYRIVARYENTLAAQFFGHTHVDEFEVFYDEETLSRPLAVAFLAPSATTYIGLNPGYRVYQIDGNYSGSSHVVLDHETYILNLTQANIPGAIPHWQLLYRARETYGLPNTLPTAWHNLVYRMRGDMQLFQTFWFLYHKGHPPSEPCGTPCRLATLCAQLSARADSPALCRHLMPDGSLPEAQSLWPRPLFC
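Human placenta-derived ASM enzyme was preincubated with compound for 10 minutes at room temperature, then given fluorogenic substrate HMU-PC0 (9 uM final) for 60 minutes at 37 °C; a pH 10 stop preceded fluorescence reading at Ex 386/Em 447 nm.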
p53 reactivator – mutant p53 re-activation in reporter cells; H1299 p53-A138V BP100-luciferase reporter, luminescence, 24 h; Potency, µM (top dose mostly 92.2 µM), for the others: at the top dose activity change, positive = activation, actives largely listed as activators; hit rate 0.063% among 320,000; AID 504706; also: potency is read from the fitted curve at half-maximal effect; % of control where 0% means no effect; nearly all actives have a fitted effect of over 45% in size
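H1299 (p53-null), stable ts p53-A138V + BP100-Luc; 1000 cells/well, Opti-MEM/10% FBS; cpd 4 pt, 1:5; 24 h, 37 deg C, 5% CO2; detection reagent 10 min RT; luminescence.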
Integrin act MD – activates integrin-mediated alleviation for muscular dystrophy | hit rate 0.064% among 350,000 | alpha7betagal myoblasts, beta-gal FDG fluorescence, 48 h | AID 624291 | Potency, µM (doses to about 38.3 µM), for inactives: at the top dose activation, usual class: activators;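 also: potency is read from the fitted curve at half-maximal effect; 100% = response of the positive control SU9516; nearly all actives have a fitted effect of over 60% in size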
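alpha7betagal+/- myoblasts (passage 13, 250/well) treated 48 h at 37C with compounds at 1:260 dilution of DMSO stock. Lysed, then beta-galactosidase activity read as FDG fluorescence (ex 480/em 540) after 30 min, with pre-read for autofluorescence.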
The depositor's hits bear a star; ? = inconclusive; / = not tested or not shown; [ ] = dose if it differs, or a comment. Unless noted, calls follow the shape of the dose curve; as a rule, active = well fitted curve in the direction sought with a large enough effect; inconclusive = small, poorly fitted or top-dose-only effect, or another doubt; inactive = no such curve, though single readings can be large; an effect the other way counts as inactive or inconclusive.

1	CC1(C)CC(=O)C/C(=N\NC(=O)c2cccs2)C1
2	Cc1ccc(N2C(=O)CC(N(CCc3ccccc3)C(=S)Nc3ccc(N(C)C)cc3)C2=O)cc1 (configuration not stated)
3	COc1ccccc1C(=O)Nc1nc2nc(-c3ccccc3)cc(=O)n2[nH]1
4	CCOC(=O)C1(Cc2ccccc2)CCCN(CCCn2cccn2)C1 (configuration not stated)
5	Cc1sc2nc(C(C)C)nc(SCC(=O)N3c4ccccc4CC3C)c2c1C (configuration not stated)
6	COc1ccc(C(=O)NNC(=O)c2cccc(F)c2)cc1
7	COc1cc(/C=C2\C(=O)ON=C2c2ccccc2)cc(Cl)c1O
8	CCOC(=O)c1c(C)[nH]c(C(=O)OCc2ccc(F)cc2)c1C
9	Cc1cc2ncn(S(=O)(=O)N3CCOCC3)c2cc1C
10	Clc1ccc(Cc2noc(Cc3ccccc3)n2)cc1Cl

entry no.,1,2,3,4,5,6,7,8,9,10
B2AR arrestin,-0.5%,-0.6%,-0.7%,-0.1%,-0.1%,0.4%,0.2%,0.3%,-0.1%,-0.3%
PTAP TSG101 blk,-2%,0%,-5%,-5%,0%,1%,3%,-1%,1%,-5%
Eya2 inh,-6%,-11%,-11%,2%,-15%,-4%,20%,0%,18%,3%
uPA surface inh,0%,5%,8%,/,-2%,7%,5%,2%,-4%,/
TRPV1 agonist,-1,6,4,3,20,?,1,13,0,7
USP2a inh,2%,-1%,-2%,-2%,4%,-1%,2%,-2%,0%,-1%
BRCA1 expr act,-6%,-40%,11%,-3%,-17%,-4%,-13%,?,-3%,6%
ELG1 genotoxic,1%,1%,8%,-6%,-3%,11%,0%,15µM*,2%,3%
ASM inhibitor,3%,-6%,-1%,16%,-7%,4%,3%,-9%,0%,-2%
p53 reactivator,13%,0%,1%,0%,-8%,18%,-3%,?,-6%,8%
Integrin act MD,0%,0%,4%,-55%[inhibitor],9%,10%,-1%,-8%,-15%,2%

11	O=C1C(C2=NC(C(=O)O)C3C(=O)N(c4ccc(Cl)cc4)C(=O)C23)=C(O)c2ccccc21 (configuration not stated)
12	O=C(O)CCC(=O)N1N=C(c2cccs2)CC1c1ccc(Br)cc1 (configuration not stated)
13	CNC(=O)N(O)C1N(NC(=O)Nc2ccccc2)C(=S)SC1(C)C (configuration not stated)
14	O=C1CC2CC1C(C(=O)O)C2C(=O)O (configuration not stated)
15	CCOC(=O)C1=C(O)/C(=C\c2sccc2C)N=C1C
16	COC(=O)c1cnc(Nc2cc(C)ccc2OC)c2ccccc12
17	Fc1cccc(-c2cc3nc4c(c(N5CCC6(CC5)OCCO6)n3n2)CCCC4)c1
18	CCCCC(=O)Nc1cccc(-c2cn3ccsc3n2)c1
19	N#CC1=C(Nc2ccc(Br)cc2)CCC1
20	Cc1cc(O)c(C=Nc2ccc(N3CCOCC3)cc2)c(C)c1Cl

entry no.,11,12,13,14,15,16,17,18,19,20
B2AR arrestin,-0.4%,0.0%,/,/,-0.7%,-0.2%,0.0%,0.3%,-0.2%,-0.3%
PTAP TSG101 blk,-6%,-4%,1%,-3%,-4%,-10%,-2%,-3%,-3%,?
Eya2 inh,-5%,4%,/,/,-2%,-6%,-5%,-17%,5%,2%
uPA surface inh,-2%,7%,1%,6%,-3%,-20%,8%,0%,-3%,6%
TRPV1 agonist,0,2,/,/,5,0,?,-1,24,2
USP2a inh,-2%,1%,/,/,0%,-2%,-1%,1%,-2%,1%
BRCA1 expr act,-1%,2%,0%,-10%,-2%,2%,-8%,?,2%,-33%
ELG1 genotoxic,3%,0%,/,/,-3%,-3%,?,5%,?,-1%
ASM inhibitor,2%,2%,-2%,0%,-1%,75%[activator],-1%,-1%,6%,-5%
p53 reactivator,-2%,-5%,/,/,6%,-3%,?,?,3%,5%
Integrin act MD,2%,12%,2%,15%,16%,-7%,-48%[inhibitor],4%,0%,35%

21	CC(=O)/C(=N\Nc1ccc(Cl)cc1Cl)Sc1nnc(-c2ccccc2)n1-c1ccccc1
22	COc1ccc(/C=C2/SC(=S)N(CCCC(=O)Nc3ccc(O)cc3)C2=O)cc1
23	COc1ccccc1-c1sc2cc3c(cc2c1C#Cc1cncn1C)OCO3
24	Cc1nc2ccccn2c1C(=O)NNS(=O)(=O)c1ccc(C(C)(C)C)cc1
25	O=C(CSc1nn(-c2ccccc2)c(=S)s1)Nc1ncccn1
26	O=C(NCC1CCCO1)C(c1ccncc1)N(Cc1ccc(F)cc1)C(=O)CN1C(=O)c2ccccc2S1(=O)=O (configuration not stated)
27	O=C(Cc1ccccc1)c1c[nH]c(C(=O)C(Cl)(Cl)Cl)c1
28	CC(OC(=O)C1=NN(c2ccccc2)C(=O)CC1)C(=O)NC1CCCCC1C (configuration not stated)
29	CCc1ccccc1OCC(=O)Nc1ccc2c(c1)OCCO2
30	O=C(NCCC(=O)N1CCN(c2ccccn2)CC1)c1ccc(Cl)cc1

entry no.,21,22,23,24,25,26,27,28,29,30
B2AR arrestin,0.1%,-0.8%,0.4%,-0.6%,0.4%,-1.3%,-0.9%,-0.1%,-0.9%,-0.7%
PTAP TSG101 blk,-1%,-11%,2%,-5%,1%,-1%,-6%,0%,2%,-2%
Eya2 inh,-11%,-10%,-11%,-1%,5%,3%,-5%,8%,-3%,6%
uPA surface inh,0%,-28%,?,-2%,1%,1%,2%,-4%,3%,4%
TRPV1 agonist,0,21,/,0,17,-4,-6,-2,19,/
USP2a inh,-1%,-1%,0%,0%,1%,1%,5%,2%,0%,2%
BRCA1 expr act,-11%,-68%,-62%,-41%,-3%,6%,-2%,-3%,95%,25%
ELG1 genotoxic,4%,-5%,-4%,-2%,14%,2%,5%,-1%,?,0%
ASM inhibitor,2%,-23%,93%[activator],2%,0%,-1%,1%,-3%,-1%,3%
p53 reactivator,-37%[inhibitor],-1%,-2%,-6%,2%,-5%,5%,-3%,?,2%
Integrin act MD,1%,-61%[inhibitor],-20%,-31%,14%,7%,6%,0%,?,6%

31	O=C(c1cccc([N+](=O)[O-])c1)c1ccc2c(c1)OCCOCCOCCO2
32	COc1ccc(S(=O)(=O)N(C)CC(=O)NC2CCCCC2)cc1OC
33	Fc1ccccc1CN1CCC(Cc2ccccc2)CC1
34	COC(=O)c1c(NC(=O)CSc2ncnc3c2cnn3-c2ccccc2Cl)sc2c1CCCC2
35	C=CCn1c(SC(C)C(=O)NCC2CCCO2)nnc1-c1ccc(OC)cc1 (configuration not stated)
36	O=C(O)c1ccc2c(=O)n3c(nc2c1)/C(=C/c1cccc(O)c1)CC3
37	Nc1nnc(SCC(=O)Nc2ccc3nc(SCC(=O)Nc4ccccc4)sc3c2)s1
38	CCO[C@H]1OC(C(=O)N2CCOCC2)=C[C@@H](C)[C@@H]1CCCO

entry no.,31,32,33,34,35,36,37,38
B2AR arrestin,-0.3%,0.0%,0.7%,-0.6%,-0.1%,0.5%,0.3%,0.4%
PTAP TSG101 blk,0%,1%,0%,-8%,-9%,-4%,0%,-7%
Eya2 inh,0%,16%,8%,-6%,7%,5%,1%,12%
uPA surface inh,4%,8%,-2%,6%,-18%,0%,-3%,6%
TRPV1 agonist,-2,1,-10,-1,/,2,-1,-1
USP2a inh,2%,6%,1%,1%,6%,1%,2%,3%
BRCA1 expr act,-12%,-6%,4%,-64%,-5%,7%,4%,7%
ELG1 genotoxic,1%,0%,-13%,1%,-1%,-1%,7%,7%
ASM inhibitor,-1%,-4%,3%,0%,4%,6%,-12%,-7%
p53 reactivator,-3%,-8%,20%,0%,2%,4%,22%,4%
Integrin act MD,2%,-4%,-6%,12%,0%,4%,-14%,24%

Copied from above: nos. 31–33
31	O=C(c1cccc([N+](=O)[O-])c1)c1ccc2c(c1)OCCOCCOCCO2
32	COc1ccc(S(=O)(=O)N(C)CC(=O)NC2CCCCC2)cc1OC
33	Fc1ccccc1CN1CCC(Cc2ccccc2)CC1

entry no.,31,32,33
B2AR arrestin,-0.3%,0.0%,0.7%
PTAP TSG101 blk,0%,1%,0%
Eya2 inh,0%,16%,8%
uPA surface inh,4%,8%,-2%
TRPV1 agonist,-2,1,-10
USP2a inh,2%,6%,1%
BRCA1 expr act,-12%,-6%,4%
ELG1 genotoxic,1%,0%,-13%
ASM inhibitor,-1%,-4%,3%
p53 reactivator,-3%,-8%,20%
Integrin act MD,2%,-4%,-6%
